# Pemphigus Ab inh: blocks pemphigus antibody binding to human desmoglein-3; DSG3-coupled beads, scFv-anti-DSG3-GFP binding, flow cytometry; stronger effect = lower value; AID 588358; hit rate 0.48% among 310,000; binding (percent of control), % at 10 µM; P32926;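 active means binding more than 3 SD below its plate's average and above zero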; further: some compounds called inactive have numbers as strong as hits
# MITF TRPM1 HTS: activators of MITF-driven TRPM1 promoter activity in SK-MEL-5 cells | SK-MEL-5 TRPM1-promoter luciferase, 24 h; % of positive control, neutral wells = 0 | activation, % at 12.5 µM | hit rate 0.75% among 300,000 | AID 588334;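 active means mean activation of at least 80% with every replicate also reaching 80%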;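 further: 0% = neutral control wells and 100% = parthenolide positive control wells; values of inactives mirror those of a sister screen read the other way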
# SUMO Mot1 rescue: inhibitors of SUMOylation pathway: yeast Mot1-301 growth rescue. S. cerevisiae Mot1-301 growth rescue, ATP luminescence, 38.5C; percent above DMSO median, 100 means doubled. growth rescue, % at 18.8 µM. hit rate 1% among 320,000;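 active means every valid replicate shows activation above 250% relative to neutral control wells; inactive means the rest, any valid replicate at or below 250%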;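 further: OY570 slx delta 5 strain wells were the positive control but not used for scaling; some compounds called inactive have numbers as strong as hits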
# PKA-R2B act: PKA-R2B complex activation. activation, % at 11.4 µM. hit rate 0.079% among 340,000. PKA-R2B holoenzyme dissociation, Cy5-IP20 fluorescence polarization; R2B truncated from residue 108, S112A mutant; 0% DMSO only, 100% 113 µM cGMP. P22694+P31323;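 active means activation above a cutoff set at the mean over all compounds plus 3 SD, cut at about 18% in these data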;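 further: higher means more holoenzyme dissociation and a rise in polarization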
# Target sequence (P31323 whole entry, looked up, other chains not shown, the tested form may be a part): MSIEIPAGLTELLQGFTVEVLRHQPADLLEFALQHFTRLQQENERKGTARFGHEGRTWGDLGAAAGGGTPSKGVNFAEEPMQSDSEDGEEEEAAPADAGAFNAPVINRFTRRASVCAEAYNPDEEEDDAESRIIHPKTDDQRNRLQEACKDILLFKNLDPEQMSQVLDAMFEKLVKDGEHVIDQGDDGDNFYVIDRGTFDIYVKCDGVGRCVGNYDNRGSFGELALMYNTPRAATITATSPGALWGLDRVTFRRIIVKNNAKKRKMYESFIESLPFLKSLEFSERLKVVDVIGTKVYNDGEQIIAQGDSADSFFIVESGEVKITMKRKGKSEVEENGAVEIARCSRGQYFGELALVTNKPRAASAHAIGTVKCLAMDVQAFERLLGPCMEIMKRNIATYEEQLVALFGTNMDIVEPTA
# dFosB activator: enhances mouse delta FosB homodimer DNA binding | P13346 | purified delta FosB, TAMRA-CDK5 oligo fluorescence polarization; percent of positive-control signal above neutral wells | activation, % at 25 µM | hit rate 0.99% among 340,000;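 active means mean activation above about 17%, with every replicate also reaching it, limit read from the data, passing the limit was not always enough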;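 further: fluorescence polarization rise as delta FosB binds a TAMRA Cdk5 AP-1 oligo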
# PKA-R1A activ: activates the PKA-R1A holoenzyme complex | P00514+P68181 | PKA-R1A dissociation, Cy5-IP20 fluorescence polarization; scaled: DMSO 0%, 113 µM cGMP 100% | activation, % at 11.4 µM | hit rate 0.083% among 340,000;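 active means percent activation above the mean of all tested compounds plus 3 SD, cut at about 19% in these data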;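 further: higher means more PKAc released from R1A so a rise in polarization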
# SR-BI DiI inh: mouse SR-BI HDL lipid transfer inhibition | ldlA[mSR-BI] CHO cells, DiI-HDL uptake fluorescence, 3 h | hit rate 0.96% among 320,000 | inhibition, % at 12.5 µM | Q61009 | AID 488896;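 active means mean replicate inhibition of at least 70% and a set share of replicates each scoring 70 or more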;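 further: 0% = median of neutral control wells and 100% = median of positive control wells; values of inactives mirror those of a sister screen read the other way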
# Arr AP2 block: human beta-arrestin and AP2 interaction inhibition; hit rate 0.31% among 340,000; FITC-arrestin peptide / GST-AP2 beads, flow cytometry; AP2 beta2 appendage carries R879A mutation; inhibition, % at 10 µM;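 active means inhibition above a set limit, near 3 SD of compounds lacking own fluorescence, cut at about 54% in these data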;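 further: plate controls were DMSO wells for no effect and 5 µM unlabelled arrestin peptide for full effect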
#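 System: GST-AP2 R879A glutathione beads | Also added: FITC-arrestin peptide, 50 nM | Times: 12 min plus 1 h, RT | Signal: Bead flow cytometry, FITC channel | Buffer or medium: PBS with 0.05% Tween 20 and 0.1% BSA | Read-out basis: Percent drop in bead-associated FITC signal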
# NSD2 inh: NSD2 (human) methyltransferase inhibition | NSD2 peptide methylation, AlphaScreen, 120 min | inhibition, % at 12.5 µM | hit rate 0.54% among 310,000 | AID 743445; in the data active means inhibition above about 50%
# CDK5 p35 inh: blocks human CDK5/p35 kinase activity; inhibition, % at 10 µM; hit rate 0.01% among 330,000; Recombinant CDK5/p35, ADP-Glo luminescence, 60 min;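 active means highest replicate inhibition of at least 50% and at least 75% of replicates reaching 50%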;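 further: plate controls were DMSO neutral control for no effect and GW8510 at 10 µM for full effect; many of its hits are not listed in these tables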
# Target sequence (Q00535 whole entry, looked up): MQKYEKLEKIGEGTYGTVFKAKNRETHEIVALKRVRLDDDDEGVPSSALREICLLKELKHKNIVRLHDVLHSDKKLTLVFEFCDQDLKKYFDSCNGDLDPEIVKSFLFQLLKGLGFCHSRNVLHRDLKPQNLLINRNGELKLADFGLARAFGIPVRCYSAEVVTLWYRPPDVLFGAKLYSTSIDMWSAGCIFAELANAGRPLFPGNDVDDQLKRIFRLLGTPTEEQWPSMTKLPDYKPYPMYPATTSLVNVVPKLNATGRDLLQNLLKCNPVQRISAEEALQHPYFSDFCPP
# Target sequence (Q15078 whole entry, looked up): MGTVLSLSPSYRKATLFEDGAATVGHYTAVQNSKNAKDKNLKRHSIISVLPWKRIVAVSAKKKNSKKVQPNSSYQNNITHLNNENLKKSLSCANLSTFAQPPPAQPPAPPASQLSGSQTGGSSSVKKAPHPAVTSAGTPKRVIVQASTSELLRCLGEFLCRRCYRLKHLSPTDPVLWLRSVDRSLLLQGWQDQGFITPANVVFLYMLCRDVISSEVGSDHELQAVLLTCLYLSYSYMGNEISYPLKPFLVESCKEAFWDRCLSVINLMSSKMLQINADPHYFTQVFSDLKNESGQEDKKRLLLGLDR
# SR-BI DiI-HDL act: enhances SR-BI lipid uptake from DiI-HDL; CHO ldlA[mSR-BI] cells, DiI-HDL uptake fluorescence, 3 h; 100 = double the neutral-control signal; activation, % at 12.5 µM; hit rate 0.096% among 320,000; AID 504775;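 active means mean replicate activation of at least 60% and every replicate at or above 60%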;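 further: 0% = median plate neutral-control signal and 100% = twice that signal; values of inactives mirror those of a sister screen read the other way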
#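 system = CHO ldlA[mSR-BI] cells, LDL receptor-null, SR-BI overexpressing | medium = Ham's F12 with 0.5% BSA, HEPES 25 mM, pH 7.4 | probe or stimulus = DiI-HDL 10 µg/mL | compound dosing = single-point compound dose | incubation = compound exposure 3 h, 37 °C | technique = DiI fluorescence, bottom read | read-out = cell-associated DiI fluorescence as measure of HDL uptake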
# Starred values were filed as active, the others as inactive; . = no result given; + = active, no number; & = joins results of further samples.
entry	smiles	Pemphigus Ab inh	MITF TRPM1 HTS	SUMO Mot1 rescue	PKA-R2B act	dFosB activator	PKA-R1A activ
1	O=C(CSc1nc2c(sc3ccccc32)c(=O)n1Cc1ccccc1)NCC1CCCO1 (configuration not stated)	.	.	-12	-5	13	-13
2	CCOC(=O)C1=NN(c2cccc(Cl)c2)C2=NC(C)=C(C(=O)OC)C(c3cccs3)N12 (configuration not stated)	.	.	-11	2	-4	4
3	Cc1cc(C)c2nc(N(CCCN(C)C)C(=O)C3=COCCO3)sc2c1	104	24	-4	-1	-1	-3
4	COC(=O)[C@@H]1Cc2c([nH]c3ccccc23)C(C)N1C(=O)c1ccccc1 (some centres not stated)	121	2	5	-8	-9	-8
5	CCOC(=O)c1c(-c2cccs2)csc1NC(=O)C(C)(C)C	106	.	14	2	-5	0
6	CC(C)[C@H](N)C(=O)NC[C@H]1CC[C@H](C(=O)N[C@@H](Cc2ccccc2)C(=O)O)CC1	106	12	256	-6	-1	-2
7	C=CCOc1cccc(/C=N/NC(=O)CC(=O)NC2CCCCC2)c1	99	5	-3	0	0	-8
8	C=C1C2(C(=O)Nc3ccc(SC(F)F)cc3)CCC(C2)C1(C)C (configuration not stated)	95	0	2	0	-5	-5
9	CCC(C)c1ccc(OCCn2cc(/C=N/NC(=O)CSc3nnc(C)s3)c3ccccc32)cc1 (configuration not stated)	.	-11	.	-8	-11	-9
10	COc1ccc(C2OC(=O)Cc3cc(OC)c(OC)cc32)cc1 (configuration not stated)	98	-2	36	-2	-16	5
11	CCc1ccc(NC(=O)C(C)Nc2ccc(S(=O)(=O)NC(C)=O)cc2)cc1 (configuration not stated)	105	-14	-10	1	-3	5
12	O=S(=O)(Nc1ccccc1)c1ccc(F)cc1	.	5	-13	12	2	-3
13	O=C(O)c1ccccc1C(=O)N1CCN(Cc2ccc3c(c2)OCO3)CC1	96	9	.	2	-4	-5
14	Cc1cccc(N(Cc2ccccc2)C(=O)C2CCN(C(=O)c3ccccc3C)CC2)c1	93	-5	0	-9	-16	-3
15	CCO[C@@H]1OC(C(N)=O)=C[C@H](C2CCCCC2)[C@H]1CCCO	102	8	1	-3	-4	-4

entry	SR-BI DiI inh	Arr AP2 block	NSD2 inh	CDK5 p35 inh	SR-BI DiI-HDL act
1	-14	-2	-2	-0.2	14
2	-6	-11	9	-0.7	6
3	14	49	.	0.0	-14
4	20	1	3	-9.6	-20
5	11	-14	-3	1.7	-11
6	-43	-4	0	1.1	43
7	-22	48	-2	-1.3	22
8	7	-8	-1	-2.4	-7
9	16	1	18	.	-16
10	2	-14	-7	0.2	-1
11	9	-11	.	-3.3	-9
12	-13	-4	5	-5.3	13
13	-34	-7	-1	0.9	34
14	-10	-7	2	-0.6	10
15	-4	3	.	1.9	4

# Next section; the last four above are carried over.
entry	smiles	Pemphigus Ab inh	MITF TRPM1 HTS	SUMO Mot1 rescue	PKA-R2B act	dFosB activator	PKA-R1A activ
12	O=S(=O)(Nc1ccccc1)c1ccc(F)cc1	.	5	-13	12	2	-3
13	O=C(O)c1ccccc1C(=O)N1CCN(Cc2ccc3c(c2)OCO3)CC1	96	9	.	2	-4	-5
14	Cc1cccc(N(Cc2ccccc2)C(=O)C2CCN(C(=O)c3ccccc3C)CC2)c1	93	-5	0	-9	-16	-3
15	CCO[C@@H]1OC(C(N)=O)=C[C@H](C2CCCCC2)[C@H]1CCCO	102	8	1	-3	-4	-4
16	O=S(=O)(c1ccc(NC2CCCc3ccccc32)nc1)N1CCOCC1 (configuration not stated)	.	.	-11	-2	-11	-13
17	CCOC(=O)Cc1csc(NC(=O)CSC2=NCCS2)n1	112	-12	3	10	-8	-4
18	Cc1noc(C)c1COc1ccc(C(=O)OCC(=O)N2c3ccccc3NC(=O)C2(C)C)cc1	112	-8	-2	-4	1	-1
19	COc1cc(C2c3cc4c(cc3OC(NNC(N)=O)C2C)OCO4)cc(OC)c1OC (configuration not stated)	104	.	.	-6	-6	-2
20	O=C(O)c1ccccc1-c1nnc2c(Cl)cc(C(F)(F)F)cn12	104	-12	130	-9	-2	-9
21	O=C(NCCc1nc2ccccc2[nH]1)/C(=C/c1ccc(F)cc1)NC(=O)c1ccco1	113	2	-17	-5	-1	0
22	CCCN(CCC)CCNC(=O)c1cc2c(-c3ccc(Cl)cc3)nn(C)c2s1	93	-7	31	-15	-23	-7
23	COc1ccc2nc(SCC(=O)NC3CCCCC3C)[nH]c2c1 (configuration not stated)	.	-14	35	-13	-6	-6
24	CCN(c1ccc(C)cc1C)S(=O)(=O)c1nnc(NC(=O)C(C)C)s1	93	-6	-9	-1	-4	-4
25	CCCn1c(=O)n(CC(=O)NCC2CCCO2)c(=O)c2c3c(sc21)COC(C)(C)C3 (configuration not stated)	95	3	-5	1	4	-11
26	COc1cccc(CNC(=O)C2CCN(S(=O)(=O)c3ccc4c(c3)CCC(=O)N4)CC2)c1	106	5	144	-8	-1	-3
27	CCO[C@H]1OC(C(=O)N2CCOCC2)=C[C@@H](c2ccc(C(F)(F)F)cc2)[C@@H]1CCCO	101	0	-9	-9	-10	-3
28	CCC(=O)c1ccc(OCC(=O)Nc2ccc3nc(C)sc3c2)cc1	108	3	-5	-7	-14	-7
29	CCOc1ncccc1C(=O)NCC(c1ccccc1)N(C)C (configuration not stated)	97	-12	158	3	-9	-6
30	Cc1ccc(NC(=O)c2ccc3c(=O)n4c(nc3c2)CCCCC4)nc1	92	41	19	5	-14	0

entry	SR-BI DiI inh	Arr AP2 block	NSD2 inh	CDK5 p35 inh	SR-BI DiI-HDL act
12	-13	-4	5	-5.3	13
13	-34	-7	-1	0.9	34
14	-10	-7	2	-0.6	10
15	-4	3	.	1.9	4
16	6	-3	-2	-1.5	-6
17	2	40	-2	-1.3	-2
18	38	2	1	0.2	-38
19	-1	0	3	1.2	1
20	4	16	-2	1.8	-4
21	11	-1	-6	-0.2	-11
22	58	8	3	24	-58
23	-7	-5	-3	0.8	7
24	-13	-4	-3	-0.4	13
25	-7	47	-1	-1.6	7
26	-6	-8	.	-0.1	6
27	-15	-3	.	-0.9	15
28	2	-1	2	2.2	-2
29	7	15	0	-2.5	-7
30	29	32	-3	0.1	-29

# Sorted by heavy-atom count (lowest first): some entries from above.
entry	smiles	Pemphigus Ab inh	MITF TRPM1 HTS	SUMO Mot1 rescue	PKA-R2B act	dFosB activator	PKA-R1A activ
17	CCOC(=O)Cc1csc(NC(=O)CSC2=NCCS2)n1	112	-12	3	10	-8	-4
24	CCN(c1ccc(C)cc1C)S(=O)(=O)c1nnc(NC(=O)C(C)C)s1	93	-6	-9	-1	-4	-4
26	COc1cccc(CNC(=O)C2CCN(S(=O)(=O)c3ccc4c(c3)CCC(=O)N4)CC2)c1	106	5	144	-8	-1	-3

entry	SR-BI DiI inh	Arr AP2 block	NSD2 inh	CDK5 p35 inh	SR-BI DiI-HDL act
17	2	40	-2	-1.3	-2
24	-13	-4	-3	-0.4	13
26	-6	-8	.	-0.1	6

# Further entries.
entry	smiles	Pemphigus Ab inh	MITF TRPM1 HTS	SUMO Mot1 rescue	PKA-R2B act	dFosB activator	PKA-R1A activ
31	COc1ccc(N(C(=O)/C=C/C(=O)Nc2cc(C)on2)C(C(=O)NC2CCCC2)c2ccccc2C)cc1 (configuration not stated)	93	-13	71	-2	-3	-8
32	O=C(COc1ccccc1)NNc1nc2c(F)cccc2s1	105	-16	-12	-1	-3	-7
33	CCc1ccccc1NC(=S)NNC(=O)c1ccccc1Cl	93	2	+	-2	-7	0
34	O=C(COC(=O)/C=C/c1ccccc1[N+](=O)[O-])Nc1ccc(S(=O)(=O)N2CCOCC2)cc1	91	-10	-6	3	-5	2
35	COCCCNC(=O)CN1C(=O)/C(=C/c2ccccc2)Sc2ccccc21	100	2	59	-8	-6	-2
36	COc1ccc(NC(=O)CSc2nc3ccccc3nc2N2CCCCC2)cc1	99	.	9	18	-4	-8
37	CCOC(=O)c1[nH]c(C)c(C(=O)NC)c1C	106	4	.	-7	-4	6
38	OCC[C@H]1C[C@@H](O)[C@H](O)[C@]2(CCCc3ccccc3O2)O1	107	-11	64	-5	2	4
39	CCCOc1ccc(CSC(CC(=O)O)C(=O)O)cc1 (configuration not stated)	99	0	-7	-6	1	13
40	O=C(Cc1ccc(NC2=NC3CS(=O)(=O)CC3S2)cc1)NCCc1ccccc1 (configuration not stated)	96	.	-14	11	-3	4
41	CC1=CC(C)(C)NC(=S)N1c1ccc2ccccc2c1	96&106	7&-5	139	-1&-1	-12&3	8&1
42	CC1([N+](=O)[O-])COC2(CCCCC2)OC1	92	-4	.	-6	2	5
43	CC(C)c1ccc(NC(=O)Cn2ncn3c(cc4ccccc43)c2=O)cc1	.	-10	4	6	2	-16
44	O=C1C2C3C=CC(C3)C2C(=O)N1CCN1CCN(Cc2ccc([N+](=O)[O-])cc2)CC1 (configuration not stated)	83	-5	0	-3	-1	0
45	O=S(=O)(c1ccc2ccccc2c1)N1CCN=C1SCc1cccnc1	97	0	.	-3	-14	14
46	CC(C)(C)NC(=O)C(=O)NC(=O)c1c(F)cccc1Cl	107	-4	-10	2	-7	-14

entry	SR-BI DiI inh	Arr AP2 block	NSD2 inh	CDK5 p35 inh	SR-BI DiI-HDL act
31	-26	4	4	-7.4	26
32	9	11	1	1.3	-9
33	-10	46	1	0.9	10
34	10	4	-1	0.5	-10
35	.	1	-3	0.5	.
36	25	-2	.	-1.5	-25
37	-13	2	.	-0.8	13
38	-9	9	.	-2.1	9
39	14	6	2	-0.4	-14
40	-7	-1	.	-0.1	7
41	7&18	4&27	0&0	-0.6&2.2	-7&-18
42	-5	-11	-1	-1.3	5
43	-9	6	-3	0.7	9
44	10	3	-5	2.7	-10
45	1	5	1	-1.2	-1
46	-26	15	-6	-0.3	26
